# CHT inh = inhibitors of human choline transporter CHT; Q9GZV3; CHT-expressing cells, membrane potential dye, choline response; active compounds read low; B-score at 10 µM; 0.86% of 310,000 active;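 active = B-score over 3 SD under the library average, and starting fluorescence ratio not unusually high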;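 also: choline stimulus applied at its EC90 after an EC20 pre-addition; B-score computed on integrated fluorescence ratio after choline addition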
# Target sequence (Q9GZV3 whole entry, looked up): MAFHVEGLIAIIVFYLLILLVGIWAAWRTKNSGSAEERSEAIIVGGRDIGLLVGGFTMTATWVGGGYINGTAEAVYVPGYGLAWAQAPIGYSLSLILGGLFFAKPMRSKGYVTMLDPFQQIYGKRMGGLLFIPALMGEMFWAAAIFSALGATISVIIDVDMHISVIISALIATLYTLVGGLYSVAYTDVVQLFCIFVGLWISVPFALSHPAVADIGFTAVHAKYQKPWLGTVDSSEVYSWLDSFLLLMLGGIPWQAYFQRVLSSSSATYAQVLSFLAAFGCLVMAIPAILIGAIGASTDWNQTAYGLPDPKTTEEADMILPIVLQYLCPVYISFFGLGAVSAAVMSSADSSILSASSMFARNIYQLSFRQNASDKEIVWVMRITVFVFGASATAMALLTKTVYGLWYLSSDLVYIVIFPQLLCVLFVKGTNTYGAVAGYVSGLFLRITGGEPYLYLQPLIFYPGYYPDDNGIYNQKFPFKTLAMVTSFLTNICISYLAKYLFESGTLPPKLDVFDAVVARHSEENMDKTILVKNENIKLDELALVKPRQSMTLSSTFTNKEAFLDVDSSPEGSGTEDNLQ
# CHT allo act = human CHT allosteric activation. Q9GZV3. CHT-expressing cells, membrane potential dye, choline EC20; active compounds read high; LV-AA mutant CHT in HEK293 cells. B-score at 10 µM. 0.49% of 310,000 active. AID 488977;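 active = initial fluorescence not abnormally high and integrated response B-score, plate-corrected, over 3 SD above library mean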
# Calls only; i = inactive.
molecule | CHT allo act | CHT inh
Nc1c2c(nc3c1CCCC3)CCCC2 (tested in a mixture with another compound) | i | i
O=C(Nc1ccc([N+](=O)[O-])cc1)OCCc1ccccn1 | i | i
COc1cc2c3c(c1)C1(C(=O)N3C(C)(C)C=C2C)C(C#N)=C(N)Oc2cc(O)ccc21 (stereo not given) | i | i
O=C(CN1/C(=C(/O)c2ccccc2)C(=O)c2ccccc2S1(=O)=O)c1ccccc1 | i | i
CCN(CC(=O)Nc1ccc(NC(C)=O)cc1)C(=O)c1cccnc1Sc1ccc(C)c(C)c1 | i | i
CC(C)Nc1ncnc2c1cnn2Cc1ccccc1Cl | i | i
COc1ccc(N2C(=NC(=O)c3ccccc3)SC3CS(=O)(=O)CC32)cc1 (stereo not given) | i | i
CC(C)NC(=O)c1ccccc1NC(=O)/C=C/c1ccc([N+](=O)[O-])cc1 | i | i
CC(Sc1nncn1C)C(=O)Nc1nnc(-c2ccccc2)s1 (stereo not given) | i | i
COc1ccc(NC(=O)CC2C(=O)N(c3ccc(F)cc3)C(=S)N2NC(=O)c2ccccc2)cc1 (stereo not given) | i | i
Cc1cccc2cc(CN(Cc3ccco3)C(=O)c3ccncc3)c(=O)[nH]c12 | i | i
CCOC(=O)C1=C(C)NC(C)=C(C(=O)OCC)C1c1ccc(C)o1 | i | i
C=CCOc1ccc(CNc2nccs2)cc1 | i | i
Cc1nc(SCC(=O)c2ccccc2)c(C#N)c(-c2ccco2)c1C(=O)NCc1ccco1 | i | i
c1ccc2c(c1)CCc1c-2nc2ccccc2c1N1CCOCC1 | i | i
COc1ccc(NS(=O)(=O)c2ccc(OCC(=O)N3CCOCC3)cc2)cc1 | i | i
Cc1ccc(S(=O)(=O)N2CCOCC2)cc1NC(=O)C1CC(=O)N(c2ccc3c(c2)OCCO3)C1 (stereo not given) | i | i
CCc1ccccc1NC(=O)C1CCCN1C(=O)Nc1ccc(C)cc1 (stereo not given) | i | i
Cc1ccc(C2=NN(C(=O)CCC(=O)O)C(c3cccs3)C2)cc1 (stereo not given) | i | i
Nc1nc(N)nc(-c2ccccc2O)n1 | i | i
COc1ccc(Cc2nnc(-c3ccc(F)cc3)o2)cc1OC | i | i
COc1ccccc1OCC(=O)N/N=C1/SCC(=O)N1Cc1ccccc1 | i | i
CCOc1ccc(OCCSc2nc3ccccc3n2CC(=O)O)cc1 | i | i
CCOc1ccccc1NC(=O)C1CCCN(C(=O)NCc2ccccc2)C1 (stereo not given) | i | i

# Among those listed so far, these contain a halogen.
molecule | CHT allo act | CHT inh
CC(C)Nc1ncnc2c1cnn2Cc1ccccc1Cl | i | i
COc1ccc(NC(=O)CC2C(=O)N(c3ccc(F)cc3)C(=S)N2NC(=O)c2ccccc2)cc1 (stereo not given) | i | i
COc1ccc(Cc2nnc(-c3ccc(F)cc3)o2)cc1OC | i | i

# The list goes on:
molecule | CHT allo act | CHT inh
COc1cccc(OC)c1C(=O)NC(=S)NNC(=O)[C@H]1C[C@@H]1c1ccccc1 | i | i
O=C(Nc1ccccc1O)c1cc(S(=O)(=O)N2CCOCC2)ccc1Cl | i | i
CCNC(=O)C(=O)NCC1OCCCN1S(=O)(=O)c1cccs1 (stereo not given) | i | i
COc1ccc(C(=O)Nc2c(-c3cccs3)c(=O)c3ccccc3n2C)cc1 | i | i
O=C(NCCc1ccc(F)cc1)Nc1ccc2c(c1)OCO2 | i | i
CC(=O)Nc1ccc(N(C)S(C)(=O)=O)cc1 | i | i
Cc1cccc(-c2ocnc2C(=O)N2CCN(C(=O)c3cccs3)CC2)c1 | i | i
C/C(=N\NC(=O)c1c(C)nc2ccccn12)c1ccc(O)cc1O | i | i
CC(C)C(OC(=O)c1cccs1)C(=O)NCc1ccco1 (stereo not given) | i | i
COc1ccccc1/C=C/C=N/NC(=O)CCn1nnc2ccccc21 | i | i
Cc1ccc(C(=O)NCCNC(=O)c2cccnc2)cc1 | i | i
O=C1NC(c2cccs2)Nc2ccccc21 (stereo not given) | i | i

# Shown with each value named: part of the list above
CC(C)C(OC(=O)c1cccs1)C(=O)NCc1ccco1 (stereo not given)
  CHT allo act: i | CHT inh: i

COc1ccccc1/C=C/C=N/NC(=O)CCn1nnc2ccccc21
  CHT allo act: i | CHT inh: i

# Following part:
molecule | CHT allo act | CHT inh
Cc1nn(C)cc1C(N)=O | i | i
CCC(C)(O)c1[nH]c2ccc(C(F)(F)F)cc2c1C (stereo not given) | i | i
O=C(Nc1nnc(-c2ccncc2)s1)C1CCCO1 (stereo not given) | i | i
Cc1n[nH]c(=O)c2c(NC(=O)CSc3nnnn3-c3ccccc3)oc(C)c12 | i | i
COc1ccc2c(c1)c1nc3ccccc3nc1n2CCn1c(=O)oc2ccccc21 | i | i
Cc1ccc(CNC(=O)c2ccc3c(c2)NC(=O)CS3)cc1 | i | i
CCC(=NCCN1CCNCC1)C1=C(O)CC(C)(C)CC1=O | i | i
O=C(COC(=O)CN1C(=O)C2CCCCC2C1=O)NC1CCS(=O)(=O)C1 (stereo not given) | i | i
N#CCCN(Cc1cccs1)C(=O)Nc1ccccc1 | i | i
CCCCCCCCCCCC(=O)NC(C(=O)OCC)C(O)c1cccc([N+](=O)[O-])c1 (stereo not given) | i | i
CCOc1ccc(N=Cc2c(O)n(-c3cccc(C)n3)c(=O)c3ccccc23)cc1 | i | i
CCOC(=O)c1c(-c2cccc([N+](=O)[O-])c2)csc1NC(=O)C1CCCCC1 | i | i

# Retrieved one by one from the list above:
molecule | CHT allo act | CHT inh
COc1ccc(NC(=O)CC2C(=O)N(c3ccc(F)cc3)C(=S)N2NC(=O)c2ccccc2)cc1 (stereo not given) | i | i
c1ccc2c(c1)CCc1c-2nc2ccccc2c1N1CCOCC1 | i | i
Cc1nn(C)cc1C(N)=O | i | i
CC(C)Nc1ncnc2c1cnn2Cc1ccccc1Cl | i | i
O=C1NC(c2cccs2)Nc2ccccc21 (stereo not given) | i | i
O=C(Nc1ccc([N+](=O)[O-])cc1)OCCc1ccccn1 | i | i

# (next part)
molecule | CHT allo act | CHT inh
O=C(NCc1ccccc1)c1cc[n+](Cc2ccccc2)cc1 | i | i
CCCCN(C)C(=O)CCC(=O)Nc1ccc2nc(N3CCN(C)CC3)cc(C)c2c1 | i | i
Nc1[nH]n(-c2ccccc2)c(=O)c1N=Nc1ccccc1 | i | i
CC1CC(C)CN(CCCNC(=O)CN2C(=O)COc3ccc(S(=O)(=O)N4CCOCC4)cc32)C1 (stereo not given) | i | i
CCOC(=O)N1CCN(C(=O)CN(c2ccc(Oc3ccccc3)cc2)S(C)(=O)=O)CC1 | i | i
O=C(C1=C[C@H](c2ccc3c(c2)OCO3)C[C@H](OCc2ccc(CO)cc2)O1)N1CCCCCCC1 | i | i
COCCCNC(=S)NCCNc1nc2cc(C)c(C)cc2cc1C#N | i | i
CCc1ccc(-c2nc(CS(=O)CC(=O)NC3CC3)c(C)o2)cc1 (stereo not given) | i | i
CCOc1ccc(C(=O)Nc2ccc(NC(=O)c3ccccc3)cc2)cc1Br | i | i
CC(=O)c1ccc(OCC(O)CN(C)CCOc2ccc(Br)cc2)cc1 (stereo not given) | i | i
CC(C)(C)NC(=O)c1cccc(NC(=O)c2ccc(NC(=O)c3ccco3)cc2)c1 | i | i
COc1ccc(OCc2csc(N)n2)cc1 | i | i
Cc1nn2c(NC(C)C)c3c(nc2c1-c1ccccc1)CCC3 | i | i
CC(C)(C)OC(=O)N1CCC(C(=O)NCC2CCCO2)CC1 (stereo not given) | i | i
O=C(CSc1nnc2c(Cl)cc(Cl)cn12)N1CCN(c2ccc(F)cc2)CC1 | i | i
O=C(CCl)Nc1ccc(-c2ccccc2)cc1 | i | i
CC(C)[n+]1ccn(C2=C([O-])c3ccccc3C(=O)/C2=N\S(=O)(=O)c2ccccc2)c1 | i | i
CC(C)N1CCc2c(sc(NC(=O)CCc3ccccc3)c2C(N)=O)C1 | i | i
Fc1ccc(N2CCN(C(c3cccs3)c3nnnn3CCc3ccccc3)CC2)cc1 (stereo not given) | i | i
CCOc1cccc2cc(C(=O)NCc3ccccc3)c(=N)oc12 | i | i
Cc1ccc(Nc2nnc(SCC(=O)NCCN3C(=O)CSC3=O)s2)cc1 | i | i
CC(=O)c1ccc(C(=O)N2CCC(n3nccc3NC(=O)C3CC3)CC2)cc1 | i | i
COC1(OC)C(/C=C/c2ccc(C)cc2)C(C#N)(C#N)C1(OC)OC (stereo not given) | i | i
CCOC(=O)C(=CNc1ccc(-c2ccco2)c(Cl)c1)C(=O)OCC | i | i
CCCc1c(C(=O)N/N=C/c2ccc(C)s2)nnn1-c1nonc1N | i | i
O=C(COC(=O)CCc1ccccc1)NC(c1ccccc1)c1ccccc1 | i | i
CCC1CCCCN1C(=O)c1c(-c2ccccc2)noc1C (stereo not given) | i | i
O=C(NCCCCc1ccccc1)C1CC(c2cc(C(F)(F)F)cc(C(F)(F)F)c2)=NO1 (stereo not given) | i | i
Cn1ncc(Br)c1C(=O)NCc1cccs1 | i | i
COc1ccc(OC)c(NC(=O)Cn2cccc2)c1 | i | i
Cc1cccc(C(=O)NCC(=O)OCc2cc(=O)n3ccsc3n2)c1 | i | i
COc1ccc(NCc2ccc(OC)c(OC)c2)cc1 | i | i
CN1CCC(=O)N([C@H](CO)Cc2ccccc2)CC1 | i | i
C=CCn1c(=NC(=O)C2COc3ccccc3O2)sc2cc(S(N)(=O)=O)ccc21 (stereo not given) | i | i
Cc1ccc(OCc2nc(-c3cccs3)no2)c([N+](=O)[O-])c1 | i | i
CC1(C)CC(=O)C2=C(C1)Oc1ncn(Cc3ccco3)c(=N)c1C2c1ccccc1 (stereo not given) | i | i
COc1ccc(C(=O)NN=C2CCCC2)c(OC)c1 | i | i
COC(=O)c1ccc(C(=O)OC)c(NC(=S)N2CCN(c3ccccn3)CC2)c1 | i | i
Cc1ccc(C)c(NC(=S)N2CCN(S(C)(=O)=O)CC2)c1 | i | i
CCN(C(=S)NCCOC)c1cccc2ccccc12 | i | i
O=C(CSC(=S)N1CCOCC1)c1cc(Br)cc(Br)c1O | i | i
O=C(NCc1nnc(SCC(=O)N2CCCCCC2)o1)c1ccccc1F | i | i
COc1cc(F)ccc1CN1CCC(n2nccc2NC(=O)C2CCOC2)CC1 (stereo not given) | i | i
CC(C)CN(CC(C)C)C(=S)Nc1ccc(Cl)cc1 | i | i
O=C(c1ccc(COCC(F)(F)F)o1)N1CCCC1 | i | i
Cc1cccc(C)c1NS(=O)(=O)c1ccc(-c2cnc(C3CC3)o2)cc1 | i | i
Fc1ccccc1CN(CCN1CCOCC1)C(=S)Nc1ccccc1Cl | i | i
N#C/C(=C\c1ccc(OCCN2CCOCC2)cc1)C(=O)Nc1ccccc1 | i | i
Cc1ccc(N(CC(=O)NC2CCCC2)C(=O)c2ccc(C)s2)cc1 | i | i
CC(=O)Nc1sc2c(c1CN1CCN(c3ccc(F)cc3)CC1)CCCC2 | i | i
O=C(c1cccnc1NCc1ccccc1)N1CCOCC1 | i | i
Nc1nc2ccc(C(=O)N3CCCCC3)cc2s1 | i | i
CCc1ccc(OCCCOc2ccc(C=O)cc2)cc1 | i | i
COc1ccc(NC(=O)C2CC(=O)OC2c2ccccc2)cc1 (stereo not given) | i | i
Cc1ccc(C2CC(c3cccs3)=NN2C(=O)CSc2nc3ccccc3o2)cc1 (stereo not given) | i | i
Cc1cc(C(=O)Nc2ccc3c(c2)OCCO3)ccc1[N+](=O)[O-] | i | i
O=C(NNS(=O)(=O)c1ccc([N+](=O)[O-])cc1)c1ccc([N+](=O)[O-])cc1 | i | i
Cc1csc(NC(=O)Cn2cnnn2)n1 | i | i
CCOc1ccccc1NC(=O)N1CCCC(c2nc(-c3ccc(C)o3)no2)C1 (stereo not given) | i | i
COc1ccc(N2CCN(C(=O)CN3C(=O)C4CC=CCC4C3=O)CC2)cc1 (stereo not given) | i | i

# Additional compounds.
molecule | CHT allo act | CHT inh
COc1cc(OC)cc(C(=O)N[C@H](C(=O)Nc2nc3c(s2)CCCC3)C(C)C)c1 | i | i
CC(Sc1nc2sc3c(c2c(=O)n1-c1ccccc1)CCCC3)C(=O)O (stereo not given) | i | i
O=C(CSc1ncccn1)Nc1ccc2c(c1)CCC2 | i | i
CCCN(S(=O)(=O)c1ccccc1F)S(=O)(=O)c1ccccc1Br | i | i
Cc1c(CNC(=O)c2c([N+](=O)[O-])cnn2C)cnn1C | i | i
Cc1cccc(C)c1NC(=S)NCCc1ccc(O)c(O)c1 | i | i
COC(=O)c1ccc(NC(=O)C(=O)NCC2CCCO2)cc1 (stereo not given) | i | i
O=C(C1=C[C@@H](c2ccccc2)C[C@@H](OCc2ccc(CO)cc2)O1)N1CCN(Cc2ccc3c(c2)OCO3)CC1 | i | i
CCC(CO)n1cnnc1-c1ccncc1 (stereo not given) | i | i
COCCCC1CCN(C(=O)C2CCC(=O)N(CCc3ccccc3)C2)CC1 (stereo not given) | i | i
O=C(CCn1ccnc1)Nc1ccc2ccccc2c1 | i | i
Cc1nc(NC(=S)NC(=O)c2ccco2)sc1C(=O)N(C)C | i | i
CC(=O)N1CCN(CC(=O)Nc2ccc(Cl)c(S(=O)(=O)N(C)C)c2)CC1 | i | i
COC(=O)c1ccc(C23CC4(C2)[C@H](CN(Cc2cccnc2)[C@@H]4c2ccccc2)C3c2ccc(Cl)nc2)cc1 (stereo not given in full) | i | i
O=C1CC(c2ccccc2)CC(=O)C1CS(=O)(=O)c1ccccc1 (stereo not given) | i | i
Cc1ccc(Cn2c(C3CCCN3c3nc(-c4cc(Cl)c(N)c(Cl)c4)cs3)nc3cc(C(=O)NCCCO)ccc32)cc1 (stereo not given) | i | i
Cc1cccc(NC(=O)c2cc(NC(=O)C3CCCCC3C(=O)O)ccc2N2CCOCC2)c1 (stereo not given) | i | i
O=c1c2ccccc2nc(/C=C/c2ccccc2)n1CCCO | i | i
